Screening results: PubChem BioAssay, National Center for Advancing Translational Sciences (NCATS)
KB-3-1 tox – qHTS assay for MDR1-selective chemotherapeutics: Primary screen using the parental adenocarcinoma cell KB-3-1; KB-3-1 viability, CellTiter-Glo ATP luminescence, 72 h; Potency, µM (highest dose often 46.1 µM), for the others: top-dose activity change, negative = cytotoxic, actives largely listed as cytotoxic; 1.4% of 400,000 active; AID 1347075, 2019; also: potency is read from the fitted curve at half-maximal effect; % is scaled to controls: 0 for no effect and ±100 for the full control effect; nearly all actives have a fitted effect of over 60% in size
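Cytotoxicity measured as CellTiter-Glo luminescence after 72 h at 37 C. Compound titrations were pinned onto drug-naive KB-3-1 parental adenocarcinoma cells grown in DMEM with 10% FBS, and normalized data fitted to concentration-response curves.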
S2 tox – Viability Counterscreen for Primary qHTS for Inhibitors of ATXN expression; AID 651635, 2014; 0.49% of 400,000 active; S2 cells (HEK-293 line with an ATXN2-luciferase reporter) viability, CellTiter-Fluor protease fluorescence, 24 h; Potency, µM (series often up to 56.7 µM), hits mostly cytotoxic; also: potency is read from the fitted curve at half-maximal effect; nearly all actives have a fitted effect of over 40% in size
IL1B secr inh – qHTS for Inhibitors of Inflammasome Signaling: IL-1-beta AlphaLISA Primary Screen. THP-1 LPS/ATP IL-1B secretion, AlphaLISA, 16 h; stronger effect = lower value. activity change, % at 57.5 µM. 4.7% of 360,000 active; in the data active = activity change below about -50%; inconclusive = mostly about -30% to -49%; also: % is scaled to controls: 0 for no effect and ±100 for the full control effect
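Secreted IL-1B measured by AlphaLISA bead assay after 16 h compound exposure of THP-1 cells; compounds (final up to 57.5 uM) added 1 h before LPS (250 ng/mL) and ATP (1.25 mM) stimulation; lower signal means less secretion.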
HT1080 IDH1KD tx – qHTS for induction of synthetic lethality in tumor cells producing 2HG: qHTS for the HT-1080-IDH1KD cell line; HT-1080 IDH1 knockdown viability, ATP luminescence, 48 h; Potency, µM (titrated, usually from 46.1 µM), for inactives: at the top dose activity, negative = toxicity, hits mostly cytotoxic; 2% of 360,000 active;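 also: potency is read from the fitted curve at half-maximal effect; 0% = DMSO wells and -100% = cell-free medium wells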
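IDH1KD HT-1080 cells, 750/well, RPMI + 5% FBS; compound pinned after 2 h settling; 48 h, 37 °C; CellTiter-Glo luminescence; % activity normalised to DMSO and no-cell wells; curves fitted, classed by r2 and efficacy.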
SW480 rerep – A quantitative high throughput screen for small molecules that induce DNA re-replication in SW480 colon adenocarcinoma cells. SW480 DNA re-replication, Hoechst DNA content imaging, 48 h. Potency, µM (series often up to 46.1 µM), for inactives: at the highest dose re-replication activation, usual class: activators. 1.8% of 340,000 active; also: potency is read from the fitted curve at half-maximal effect; % of control where 0% means no effect; nearly all actives have a fitted effect of over 55% in size
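Hoechst fluorescence of nuclei (405 nm excitation, 500-530 nm emission) measured by plate-scanning imager after 48 hr compound exposure at 37 C; re-replication scored as increased number of nuclei with elevated intensity.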
MCF10A rerep – A quantitative high throughput screen for small molecules that induce DNA re-replication in MCF 10a normal breast cells; MCF 10A DNA re-replication, Hoechst nuclear intensity, 48 h; Potency, µM (series often up to 46.1 µM), without a hit: at the highest dose activity, positive = re-replication, usual class: activators; 2.9% of 350,000 active; AID 624296, 2012; also: potency is read from the fitted curve at half-maximal effect; % of control where 0% means no effect; nearly all actives have a fitted effect of over 50% in size
HT1080NT lethal – qHTS for induction of synthetic lethality in tumor cells producing 2HG: qHTS for the HT-1080-NT fibrosarcoma cell line; HT-1080-NT fibrosarcoma viability, CellTiter-Glo ATP luminescence, 48 h; 1.6% of 360,000 active; AID 686970, 2013; Potency, µM (titrated, usually from 46.1 µM), without a hit: top-dose activity, negative = less viability, usual class: cytotoxic;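 also: NT is the 2HG producing partner of a matched IDH1 knockdown line; potency is read from the fitted curve at half-maximal effect; 0% = DMSO-treated cells and -100% = media-only wells without cells; nearly all actives have a fitted effect of over 55% in size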
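Toxicity toward the 2HG-producing NT line was scored as %Activity, normalised to DMSO and no-cell wells, from CellTiter-Glo luminescence after 48 hours' treatment.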
HepG2 tox – qHTS for Inhibitors of TGF-b: Cytotox Counterscreen; 0.76% of 410,000 active; Potency, µM (titrated, usually from 46.1 µM), for the others: at the highest dose activity change, negative = cytotoxicity, hits mostly cytotoxic; HepG2 CAGA-GFP viability, ATP luminescence, 18 h; also: potency is read from the fitted curve at half-maximal effect; some results filed as inactive show a strong effect at the top dose
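CellTiter-Glo luminescence gave cytotoxicity after 18 hours at 37 degrees C. The cells were HepG2 CAGA-GFP in 1% FBS DMEM, stimulated with 500 pg/mL TGF-beta after compound addition. %Activity was normalised to no-cell wells (complete cell-killing) and DMSO (no toxicity), and curves were fitted and classified.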
ATXN2 expr inh – Primary qHTS for Inhibitors of ATXN expression; HEK-293 ATXN2-luciferase reporter, luminescence, 24 h; Potency, µM (highest dose often 57 µM), inactives show at the highest dose activity change, negative = inhibition, actives largely listed as inhibitors; 0.72% of 360,000 active; AID 1745845, 2022; also: potency is read from the fitted curve at half-maximal effect; % is scaled to controls: 0 for no effect and ±100 for the full control effect; nearly all actives have a fitted effect of over 55% in size
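ATXN2-luciferase reporter cells (luciferase flanked by upstream and downstream ATXN2 gene portions) were treated 24 h at 37 °C with compounds at up to 57 uM. SteadyGlo luminescence gave expression; GF-AFC fluorescence gave viability.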
* hit, by the source's call; i = inactive; ? = inconclusive; / = no result given; [ ] = dose if it differs, or a comment. Unless noted, calls follow the shape of the dose curve; as a rule, active = well fitted curve in the direction sought with a large enough effect; inconclusive = small, poorly fitted or top-dose-only effect, or another doubt; inactive = no such curve, though single readings can be large; an effect the other way counts as inactive or inconclusive.

mol	KB-3-1 tox	S2 tox	IL1B secr inh	HT1080 IDH1KD tx	SW480 rerep	MCF10A rerep	HT1080NT lethal	HepG2 tox	ATXN2 expr inh
Cc1cc(N2CCN(C(c3ccccc3)c3ccccc3)CC2)n2ncnc2n1	-5%	i	23	-1%	-10%	?	1%	-66%	-10%
N#C/C(=C\c1ccc(N2CCOCC2)o1)C(=O)Nc1ccc(O)cc1	-14%	i	-55*	-8%	?	?	0%	-7%	13%
O=C1c2oc3ccc(F)cc3c(=O)c2C(c2ccccc2)N1CC1CCCO1 (stereo unspecified)	9%	i	-14	3%	-6%	-6%	12%	2%	-8%
Cc1cccnc1NC(=O)Cn1nc(C)c([N+](=O)[O-])c1C	12%	i	0	11%	-3%	-4%	10%	2%	3%
CC1CCCCC1NC(=O)c1ccc2c(c1)[nH]c(=O)n2C1CCCC1 (stereo unspecified)	-1%	?	-23	-4%	9%	25%	-3%	-28%	-7%
Cc1cccc(C)c1NC(=O)c1cccc(C(=O)Nc2c(C)cccc2C)n1	0%	i	55	11%	5%	7%	1%	0%	-2%
CCOC(=O)c1c(C)[nH]c(C)c1C(=O)COC(=O)CSc1ccc(C)cc1	-8%	i	34	1%	?	19%	-3%	-32%	0%
CCCCOC(=O)C1=C(C)NC2=C(C(=O)CCC2)C1c1cc(OC)ccc1OC (stereo unspecified)	-11%	i	4	6%	8%	17%	2%	-1%	-7%
CCn1cc(C(=O)N2CCN(c3ccccc3F)CC2)c(=O)c2cc(S(=O)(=O)N(C)C3CCCCC3)ccc21	2%	i	/	/	/	/	/	-2%	-1%
O=C(Cc1cccs1)Nc1ccon1	5%	i	1	-5%	0%	3%	4%	3%	3%
NC(=O)CSc1nc2sc3c(c2c2ncnn12)CCCC3	?	i	-19	-2%	-2%	-2%	-4%	3%	-7%
CCOC(=O)C1=C(C)NC(C)=C(C(=O)OC)C1c1ccco1 (stereo unspecified)	-8%	i	1	9%	-127%[inhibitor]	2%	17%	41%	23%
Cc1ccc(C(=O)NCCNC(=O)c2ccc(C)nc2)cc1	9%	i	25	2%	-4%	14%	16%	-36%	-9%
O=C1c2cccnc2C(=O)N1c1cccc(-c2nc3ccccc3o2)c1	18%	i	14	10%	-3%	-10%	7%	22%	-9%
c1ccc(OCc2nnc3sc(C4COc5ccccc5O4)nn23)cc1 (stereo unspecified)	0%	i	-24	2%	1%	10%	-10%	-1%	6%
O=C(CC1C(=O)NC2CCCCC2N1C(=O)c1ccc([N+](=O)[O-])cc1)Nc1ccccc1 (stereo unspecified)	-10%	/	10	7%	-28%	-2%	6%	-11%	/
COc1cc2c(C(=O)N3CCCc4ccccc43)cn(C)c(=O)c2cc1OC	8%	i	8	0%	-2%	6%	6%	0%	6%
O=C1CC(c2cc(Br)ccc2F)c2cc3c(cc2N1)CCC3 (stereo unspecified)	1.6µM*	4.5µM*	55	1.3µM*	1.2µM*	1.5µM*	1.8µM*	4%	?
Cc1sc2nc(CSc3cccc(C(F)(F)F)c3)[nH]c(=O)c2c1C	-3%	i	-1	-2%	-4%	?	1%	-29%	-6%
Cc1ccc(C(=O)COC(=O)CNS(=O)(=O)c2ccccc2)cc1[N+](=O)[O-]	6%	i	3	14%	-3%	3%	6%	-20%	-6%
O=C(CSc1ccc2nnc(-c3cccc(F)c3)n2n1)NCC1CCCO1 (stereo unspecified)	-5%	i	11	2%	-3%	0%	10%	7%	14%
CC(C)CCCN1CCN=C1N(C)C	-7%	i	0	4%	-2%	-1%	0%	-1%	3%
Cc1cc([N+](=O)[O-])nn1CCCC(=O)NCc1ccc(F)cc1	4%	i	-24	16%	-3%	0%	18%	2%	-9%
Oc1ccc(/C=N/n2c(COc3ccccc3)n[nH]c2=S)c(O)c1	18%	?	9	-11%	-1%	-9%	-1%	1%	-8%
Cc1ccc(C(=O)c2c3ccccc3[n+]([O-])n2CCC(N)=O)cc1	16%	?	18	7%	-10%[9.22 µM]	?	4%	5%	6%
CC1CCN(S(=O)(=O)c2ccc3c(c2)c(=O)c(C(=O)N2CCOCC2)cn3C)CC1	10%	i	1	0%	-14%	9%	-4%	-6%	/
CCCCN(C)C(=O)c1coc(=O)c2ccccc12	1%	i	9	2%	-3%	-1%	0%	1%	-6%
COc1ccc(CCN(C)C(=O)c2cncc(Br)c2)cc1OC	-1%	i	6	13%	2%	-2%	15%	-2%	4%
COCC(=O)NNC(=S)Nc1cccc(C)c1C	-1%	i	25	10%	-1%	-36%[inhibitor]	2%	0%	1%
Cc1ccc(C)c(N2CCN(S(=O)(=O)c3ccc4c(c3)NC(=O)CO4)CC2)c1	-14%	i	3	-15%	?	?	-23%	-13%	-15%
CCOc1ccc(CN2CCc3nc(N4CCN(c5ncccn5)CC4)ncc3C2)cc1OC	0%	?	/	/	/	/	/	-11%	-37%
O=C(OCc1ccc([N+](=O)[O-])cc1)C1CCN(S(=O)(=O)c2ccccc2)CC1	-6%	i	5	5%	-7%	-11%	10%	1%	-18%
Cc1sc(N/N=C/c2ccco2)nc1-c1ccccc1	-3%	i	-11	-28%	3%	-5%	-16%	-27%	/
CCN(CC)CCCNC(=O)CC1Oc2ccc(C)cc2NC1=O (stereo unspecified)	?	i	44	-5%	?	5%	-12%	-11%	4%
CN1CCN(S(=O)(=O)c2cccc(S(=O)(=O)c3ccc(Cl)c(Cl)c3)c2)CC1	0%	i	-14	-20%	-4%	34%	-16%	-1%	-13%
CCc1ccc(N/C(N)=N/c2nc(CSc3ncccn3)cc(=O)[nH]2)cc1	?	i	54	-6%	?	24%	-11%	3%	-22%
CC(=O)N/N=C/c1cc(C(C)(C)C)cc(/C=N/NC(C)=O)c1O	-27%	/	49	?	3.3µM*	15µM*	-27%	-7%	?
CCN(CC)c1ncnc2c1ncn2Cc1c(Cl)cccc1Cl	-14%	i	-8	?	?	?	-27%	-20%	45%[activator]
COc1cc(NC(=O)CSc2nc3[nH]ncc3c(=O)n2-c2ccc(Cl)cc2)cc(OC)c1	0%	i	?	?	-17%	6%	-29%	0%	2%
O=C(NCC(c1ccco1)N1CCc2ccccc2C1)c1c(F)cccc1F (stereo unspecified)	53%	i	4	3%	-16%	-1%	4%	-37%	2%
CC(=O)Nc1ccc(S(=O)(=O)Nc2ccc(NC(=O)c3ccco3)cc2)cc1	7%	i	-12	9%	-14%	-1%	20%	5%	7%
CCCOc1cccc(-c2nc3ccccc3c(=O)o2)c1	-8%	i	0	-26%	?	-3%	-2%	-36%	67%[activator]
CS(=O)(=O)c1ccc(Cl)c(NC(=O)C2CCCCN2S(=O)(=O)c2ccccc2)c1 (stereo unspecified)	1%	i	-20	-1%	1%	6%	8%	-13%	-34%
NS(=O)(=O)c1cc(C(=O)NCC2CCCCC2)ccc1Cl	-2%	i	6	4%	-1%	5%	2%	7%	11%
COc1ccc(NC(=O)COC(=O)CCCc2c[nH]c3ccccc23)cc1	2%	/	19	-6%	-14%	-2%	0%	5%	/

Filtered by structure: the entries above containing fluorine
mol	KB-3-1 tox	S2 tox	IL1B secr inh	HT1080 IDH1KD tx	SW480 rerep	MCF10A rerep	HT1080NT lethal	HepG2 tox	ATXN2 expr inh
O=C1c2oc3ccc(F)cc3c(=O)c2C(c2ccccc2)N1CC1CCCO1 (stereo unspecified)	9%	i	-14	3%	-6%	-6%	12%	2%	-8%
CCn1cc(C(=O)N2CCN(c3ccccc3F)CC2)c(=O)c2cc(S(=O)(=O)N(C)C3CCCCC3)ccc21	2%	i	/	/	/	/	/	-2%	-1%
O=C1CC(c2cc(Br)ccc2F)c2cc3c(cc2N1)CCC3 (stereo unspecified)	1.6µM*	4.5µM*	55	1.3µM*	1.2µM*	1.5µM*	1.8µM*	4%	?
Cc1sc2nc(CSc3cccc(C(F)(F)F)c3)[nH]c(=O)c2c1C	-3%	i	-1	-2%	-4%	?	1%	-29%	-6%
O=C(CSc1ccc2nnc(-c3cccc(F)c3)n2n1)NCC1CCCO1 (stereo unspecified)	-5%	i	11	2%	-3%	0%	10%	7%	14%
Cc1cc([N+](=O)[O-])nn1CCCC(=O)NCc1ccc(F)cc1	4%	i	-24	16%	-3%	0%	18%	2%	-9%
O=C(NCC(c1ccco1)N1CCc2ccccc2C1)c1c(F)cccc1F (stereo unspecified)	53%	i	4	3%	-16%	-1%	4%	-37%	2%
